Compound activity from PubChem BioAssay.
TRHR agonist: agonists of human TRH receptor | AID 493084 | activation, % at 2 µM | TRHR cells, calcium flux fluo-8, FDSS agonist mode | 0.18% of 360,000 active; in the data active = activation above about 30%; note: 0% is about no effect
Target sequence (P34981 whole entry, looked up): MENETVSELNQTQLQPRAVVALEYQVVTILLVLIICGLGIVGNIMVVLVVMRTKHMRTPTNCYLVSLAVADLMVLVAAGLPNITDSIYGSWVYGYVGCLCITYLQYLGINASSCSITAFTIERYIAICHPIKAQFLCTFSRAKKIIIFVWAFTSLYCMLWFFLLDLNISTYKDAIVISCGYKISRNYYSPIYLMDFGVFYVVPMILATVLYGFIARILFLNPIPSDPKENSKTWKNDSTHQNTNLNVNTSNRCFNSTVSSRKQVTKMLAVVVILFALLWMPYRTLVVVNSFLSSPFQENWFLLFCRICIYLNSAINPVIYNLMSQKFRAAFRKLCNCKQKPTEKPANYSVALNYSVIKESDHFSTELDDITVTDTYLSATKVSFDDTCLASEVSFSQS
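TRHR-expressing cells loaded with fluo-8 calcium dye; 23 nL library compound pin-transferred, kinetic FDSS fluorescence (Ex 480/Em 530) recorded about 180 s for agonist-induced calcium release, before a 10 nM TRH EC20 addition for potentiator mode.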
TRHR enhancer: TRH receptor (human) allosteric enhancement | TRHR cells, fluo-8 calcium fluorescence, EC20 TRH enhancement | enhancement, % at 2 µM | 0.66% of 360,000 active | AID 493056; in the data active = enhancement above about 30%; note: 0% is about no effect
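Enhancer read-out: after compound pinning and an initial kinetic agonist-mode read, an EC20 of TRH (10 nM final) was injected and fluo-8 calcium signal (Ex 480/Em 530) followed at 1 s/cycle for 100 cycles in TRHR-expressing cells.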
TrxR1 substrate: rat thioredoxin reductase 1 substrate activity | O89049 | Potency, µM (highest dose often 114 µM), for inactives: at the highest dose activity change, negative = substrate turnover | 0.01% of 390,000 active | purified TrxR1 substrate turnover, NADPH consumption readout | AID 588456; note: potency is the fitted concentration of half-maximal effect; % is set by controls: 0 for no effect and ±100 for the full control effect; nearly all actives have a fitted effect of over 50% in size
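Rat TrxR1, dispensed at 90 nM, was prereduced with 400 uM NADPH (final) for 5 min at ~22 deg C, then incubated with compound 15 min before 400 uM selenite. A first-read NADPH fluorescence drop versus no-compound background flagged substrates.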
USP1 inh: inhibitors of human USP1/UAF1 deubiquitinase | recombinant USP1/UAF1, Ub-Rhodamine cleavage fluorescence | Potency, µM (series often up to 57.1 µM), for the others: at the top dose activity change, negative = inhibition, usual class: inhibitors | 0.23% of 390,000 active | AID 743255; note: potency is the fitted concentration of half-maximal effect; % is set by controls: 0 for no effect and ±100 for the full control effect; nearly all actives have a fitted effect of over 60% in size; inactives centre near -12
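In this screen, compounds sit with the deubiquitinase complex (1nM) for 15 min at room temperature before Ub-Rho is added at 150nM final. Fluorescence rise is then followed for 6 reads every 60 seconds.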
mIDH1 inhibitor: inhibitors of human mutant IDH1 R132H; AID 602179; Potency, µM (top dose mostly 76.6 µM), for the others: at the highest dose activity change, negative = inhibition, usual class: inhibitors; 0.093% of 390,000 active; IDH1-R132H enzyme, NADPH consumption, diaphorase/resazurin fluorescence; note: potency is the fitted concentration of half-maximal effect; % is set by controls: 0 for no effect and ±100 for the full control effect; nearly all actives have a fitted effect of over 65% in size
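IDH1-R132H (0.5 ug/mL dispensed) in pH 7.5 Tris buffer was preincubated 30 min with compound, then given a substrate mix of 0.016 mM NADPH and 2 mM alpha-KG for 80 min at room temperature; remaining NADPH was read by diaphorase/resazurin fluorescence.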
D2 antag: antagonists of human D2 dopamine receptor; inhibition, % at 10 µM; P14416; 2% of 340,000 active; AID 485344; HEK293 TREx D2 cells, calcium flux, dopamine EC80; in the data active = inhibition above about 30%; note: 0% is about no effect
Target sequence (P14416 whole entry, looked up): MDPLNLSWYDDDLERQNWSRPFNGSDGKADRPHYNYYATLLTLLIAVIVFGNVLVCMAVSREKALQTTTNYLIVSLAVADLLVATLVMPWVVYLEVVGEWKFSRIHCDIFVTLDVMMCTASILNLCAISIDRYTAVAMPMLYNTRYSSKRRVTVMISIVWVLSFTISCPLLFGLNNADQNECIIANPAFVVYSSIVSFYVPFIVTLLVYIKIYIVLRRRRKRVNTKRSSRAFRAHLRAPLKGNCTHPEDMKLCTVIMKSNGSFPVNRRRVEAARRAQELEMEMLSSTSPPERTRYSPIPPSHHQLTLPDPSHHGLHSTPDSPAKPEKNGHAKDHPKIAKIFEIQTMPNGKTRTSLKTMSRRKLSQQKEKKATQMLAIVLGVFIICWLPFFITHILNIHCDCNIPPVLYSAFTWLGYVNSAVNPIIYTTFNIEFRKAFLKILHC
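Cells plated overnight at 30 C with tetracycline; no-wash calcium dye, 30–90 min RT; 10 s baseline; compound pinned; 180 s read; EC80 dopamine added; another 180 s read.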
Pin1 inh: blocks the human prolyl isomerase Pin1; Q13526; Pin1 FP peptide displacement, HiFluor488, 10 min; Potency, µM (top dose mostly 115 µM), for the others: at the highest dose activity, negative = inhibition, usual class: inhibitors; 0.009% of 390,000 active; AID 504891; active = well fitted inhibition curve with a large enough effect in the polarisation, with a control signal flat, not every such curve was filed as active; inconclusive = small, poorly fitted or top-dose-only effect, or effect the other way, or a change in a side signal; inactive = no such curve, though single readings can be large or run the other way; the % refers to the polarisation; note: potency is the fitted concentration of half-maximal effect; % is set by controls: 0 for no effect and ±100 for the full control effect
Target sequence (Q13526 whole entry, looked up): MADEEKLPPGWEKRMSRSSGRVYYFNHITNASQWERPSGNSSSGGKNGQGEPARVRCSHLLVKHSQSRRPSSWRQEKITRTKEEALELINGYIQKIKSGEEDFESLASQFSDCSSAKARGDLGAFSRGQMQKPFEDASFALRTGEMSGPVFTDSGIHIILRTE
D2 ag: agonists of human D2 dopamine receptor | 0.53% of 340,000 active | activation, % at 2 µM | AID 485358 | HEK293 T-REx D2 cells, calcium flux agonist mode | P14416;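 active = activation over 3 SD above normal in the single-dose calcium agonist read, cut at about 30% in these data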; note: 0% is about no effect
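HEK293 Trex D2 cells, tetracycline-induced, o/n 30 C 5% CO2; no-wash Ca dye, RT 30–90 min; 10-cycle baseline, 23 nl cpd added, kinetic Ca read 180 s; agonist hits = positive Ca response.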
TrxR1 inh: inhibitors of rat thioredoxin reductase 1. recombinant rTrxR1, NADPH fluorescence consumption, selenite substrate. Potency, µM (titrated, usually from 114 µM), without a hit: at the highest dose activity change, negative = inhibition, most hits filed as inhibitors. 1% of 390,000 active; note: potency is the fitted concentration of half-maximal effect; % is set by controls: 0 for no effect and ±100 for the full control effect; nearly all actives have a fitted effect of over 65% in size
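Rat TrxR1 (90 nM in the dispensed reagent) was pre-reduced with 400 uM NADPH for 5 min at room temperature, then incubated with compound for 15 min. After 400 uM selenite was added, NADPH fluorescence (Ex 340/Em 450 nm) was followed for 8 min.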
Numbers without * were called inactive; u = inconclusive; x = no result given; & = joins results of further samples; [ ] = dose if it differs, or a comment. Unless noted, calls come from the whole dose curve; as a rule, active = well fitted inhibition curve with a large enough effect; inconclusive = small, poorly fitted or top-dose-only effect; inactive = no such curve, though single readings can be large or run the other way.

Every second line gives: TRHR agonist | TRHR enhancer | TrxR1 substrate | USP1 inh | mIDH1 inhibitor | D2 antag | Pin1 inh | D2 ag | TrxR1 inh
Nc1nc(Nc2ccc(Cl)cc2)c(NC=O)c(=O)[nH]1
    x | x | 1% | -3% | -3% | x | -6% | x | 31%
O=C(Nc1ccc(-n2cc(Cl)cn2)cc1)c1ccncc1
    0.0 | 19 | -4% | -8% | 4% | 0 | 4% | 0.0 | 11%
O=[N+]([O-])c1cccc(CN2C[C@@]34C=C[C@@H](C[C@@H]3S2(=O)=O)O4)c1
    0.3 | 0 | 2%&-4% | -16% | -2% | -21 | -1% | 0.7 | 19%&-26%
CCOC(=O)C(NC(=O)c1ccc(F)cc1)(Nc1nnc(C)s1)C(F)(F)F (stereo not drawn)
    -0.2 | 2 | -7% | -3% | 0% | -3 | 4% | -0.1 | -4%
CCCNC(=O)c1ccc2c(c1)ncn2-c1cc(C)cc(C)c1
    -0.3 | -3 | 7%[57.1 µM] | -8% | -7% | 3 | 0% | -0.3 | 11%[57.1 µM]
CCc1ccc(OCC(=O)NC(C)C)cc1
    -0.4 | -3 | -8% | -8% | -2% | 8 | -1% | 12 | -19%
O=C(Nc1ccc(Oc2cccnc2)nc1)c1ccc(C(F)(F)F)cc1
    -1.8 | 11 | -2% | -10% | 0% | x | -9% | x | 15%
CCOC(=O)Cn1c(=O)oc2cc(S(=O)(=O)Nc3cccc(C)c3)ccc21
    1.8 | -1 | -5% | -10% | 0% | -12 | -14% | 2.0 | 3%
COc1ccc(OC)c(NC(=O)Cc2csc(NC(=O)Nc3ccccc3OC)n2)c1
    -0.3 | 5 | -9% | -8% | 1% | -18 | 6% | 0.1 | -1%
CC(C)(C)c1cc[n+](-c2[nH]c(=O)sc2/C=N/NC(=O)c2ccccc2[O-])cc1
    3.3 | -5 | -8% | -19% | 4% | -6 | u | 2.9 | 6%
Nc1ccc(-c2cnc(N)c(C(=O)c3cccnc3)n2)cn1
    x | x | -5%[57.1 µM] | -28% | -9% | x | -6% | x | -18%[57.1 µM]
O=C(CCC(=O)N1CCN(c2cccc(Cl)c2)CC1)c1cccs1
    -0.4 | 4 | -2%[57.1 µM] | -12% | 12% | -38 | -2% | 0.5 | 1%[57.1 µM]
Cc1cc2cc(CN(CCN(C)C)C(=S)NCc3ccco3)c(=O)[nH]c2cc1C
    -0.2 | 8 | 5%[57.1 µM] | -9% | -1% | -7 | 3% | -0.5 | -16%[57.1 µM]
Fc1ccc(-c2cc(-c3cccs3)cc(-c3ccccc3)n2)cc1
    3.3 | 3 | 7% | -21% | 2% | 20 | 4% | 3.6 | 19%
CCc1c(C(=O)NC2CCCC2)csc1C
    0.6 | -3 | -4% | 4% | 8% | 9 | -7% | 5.5 | 19%
CCn1ccc2cc(S(=O)(=O)N3CCCN(C(=O)Nc4cccc(SC)c4)CC3)ccc21
    0.0 | -2 | 1%[57.1 µM] | -30% | -14% | x | 13% | -0.5 | 13%[57.1 µM]
CCN(CC1COc2ccccc2O1)C(=O)CN1C(=O)NC(C)(c2ccc(C)cc2)C1=O (stereo not drawn)
    -1.2 | 3 | 0% | -24% | 7% | 12 | 0% | 0.7 | 12%
COc1ccc(OC)c(NC(=O)COC(=O)Cc2ccc(-c3ccccc3)cc2)c1
    0.9 | 3 | -8% | -17% | 0% | 0 | 18% | -0.4 | -14%
O=C(COc1ccccc1)Nc1cc(C(F)(F)F)ccc1N1CCCC1
    -1.4 | 0 | -3% | -21% | 16% | 6 | -16% | -0.1 | 10%
CCc1nc2ccccc2n1Cc1ccccc1F
    -0.5 | 6 | -2% | 0% | -7% | -5 | -9% | -0.7 | 15%
COC(=O)c1ccc(=O)n(-c2ccc(OC)cc2)c1
    0.0 | -8 | 2% | 6% | 9% | 5 | -5% | 0.2 | 1%
Fc1ccccc1N1CCN(c2nc3ccccc3n3nnnc23)CC1
    0.0 | 5 | 14%[57.1 µM] | -19% | 3% | -3 | u | 0.1 | 37%[activator][57.1 µM]
CN(C)N=Nc1ccc(S(N)(=O)=O)cc1
    0.5 | 4 | -14% | -16% | 0% | -15 | -4% | 0.2 | -14%
CCNC(=O)CSc1nnc(-c2ccc(OC)cc2)n1CC(C)C
    0.3 | 0 | -4% | -25% | 1% | 9 | -9% | 0.1 | -6%
Cc1nc(CC(C)C)cc(C(=O)N2CCCC(Nc3ccc(C)c(C)c3)C2)n1 (stereo not drawn)
    -0.1 | 5 | -3% | 1% | 5% | -3 | -9% | 0.4 | -11%
Cc1ccc(/C(O)=C2\C(=O)C(=O)N(Cc3cccnc3)C2c2ccccc2[N+](=O)[O-])cc1 (stereo not drawn)
    -0.2 | 7 | -21% | -12% | 6% | -10 | -1% | 0.5 | -29%
c1ccc2c(c1)CCCN2c1nc(N2CCOCC2)nc(N2CCOCC2)n1
    0.0 | 3 | -9% | -25% | -4% | x | 5% | x | -4%
COc1cccc(Nc2ncnc3c2cnn3C)c1
    -0.1 | 6 | -1% | -5% | 0% | 13 | 4% | 0.0 | -9%
O=C(c1ccccc1F)N1CCN(c2ccccn2)CC1
    0.4 | -25 | 9% | -11% | -4% | 4 | -4% | -0.7 | 27%
Cc1ccc(Nc2nnc(SCC(=O)NC3CC3)s2)cc1
    0.4 | 2 | 0% | -14% | -9% | -24 | 1% | 0.3 | 12%
O=C(O)CC(NC(=O)Cc1ccccc1)c1cc([N+](=O)[O-])ccc1Cl (stereo not drawn)
    0.3 | 0 | -5%[57.1 µM] | -13% | -9% | 4 | -5% | 3.5 | -4%[57.1 µM]
O=C(O)CC(Cc1ccc(Cl)cc1)C(=O)Nc1ccc([N+](=O)[O-])cc1 (stereo not drawn)
    0.0 | -3 | -1% | 1% | 2% | -11 | -12% | 0.8 | -2%
COc1ccc(C(=O)/C=C/c2ccc(OC)c(CN3CCOCC3)c2)cc1
    -0.3 | -3 | -13% | -9% | 7% | 2 | 14% | 0.1 | -32%
O=C(NCCc1ccc(Cl)cc1Cl)c1cccnc1
    -0.8 | 0 | 4% | -11% | 1% | -11 | -6% | -0.1 | 7%
Clc1ccc(N2CCN(/N=C/c3cccnc3)CC2)cc1
    -0.4 | 0 | 0% | -9% | -6% | 2 | -1% | -0.5 | 12%
CCc1ccc(-c2nn(Cc3ccccc3)cc2C(=O)NCC2CCCO2)cc1 (stereo not drawn)
    -0.9 | -5 | 0% | -14% | -9% | x | u | x | 18%
COc1ccc(CC(=O)O/N=C(\N)c2ccccn2)cc1OC
    0.8 | -4 | -7% | -16% | 0% | -1 | -10% | 1.8 | -16%
CCCC(=O)c1cc(F)c(N2CCN(C(=O)OCC)CC2)cc1C
    0.1 | 0 | -5% | -18% | 0% | 12 | 3% | 0.7 | 13%
NC(=O)c1nc(-c2ccco2)nc2c1[nH]c(=O)n2-c1ccc(Cl)c(Cl)c1
    -1.3 | -1 | 4% | -19% | 8% | -5 | 4% | -0.2 | -14%
O=C(NCc1ccco1)c1ccc(C(=O)NCc2ccco2)s1
    -0.2 | -2 | -4% | -12% | -8% | -7 | -1% | -0.1 | -11%

Ordered by heavy-atom count (descending): some entries from above.
Every second line gives: TRHR agonist | TRHR enhancer | TrxR1 substrate | USP1 inh | mIDH1 inhibitor | D2 antag | Pin1 inh | D2 ag | TrxR1 inh
CCc1ccc(-c2nn(Cc3ccccc3)cc2C(=O)NCC2CCCO2)cc1 (stereo not drawn)
    -0.9 | -5 | 0% | -14% | -9% | x | u | x | 18%
c1ccc2c(c1)CCCN2c1nc(N2CCOCC2)nc(N2CCOCC2)n1
    0.0 | 3 | -9% | -25% | -4% | x | 5% | x | -4%
COc1ccc(C(=O)/C=C/c2ccc(OC)c(CN3CCOCC3)c2)cc1
    -0.3 | -3 | -13% | -9% | 7% | 2 | 14% | 0.1 | -32%
NC(=O)c1nc(-c2ccco2)nc2c1[nH]c(=O)n2-c1ccc(Cl)c(Cl)c1
    -1.3 | -1 | 4% | -19% | 8% | -5 | 4% | -0.2 | -14%
O=C(O)CC(Cc1ccc(Cl)cc1)C(=O)Nc1ccc([N+](=O)[O-])cc1 (stereo not drawn)
    0.0 | -3 | -1% | 1% | 2% | -11 | -12% | 0.8 | -2%
CCCC(=O)c1cc(F)c(N2CCN(C(=O)OCC)CC2)cc1C
    0.1 | 0 | -5% | -18% | 0% | 12 | 3% | 0.7 | 13%
COc1ccc(CC(=O)O/N=C(\N)c2ccccn2)cc1OC
    0.8 | -4 | -7% | -16% | 0% | -1 | -10% | 1.8 | -16%
Cc1ccc(Nc2nnc(SCC(=O)NC3CC3)s2)cc1
    0.4 | 2 | 0% | -14% | -9% | -24 | 1% | 0.3 | 12%
O=C(NCCc1ccc(Cl)cc1Cl)c1cccnc1
    -0.8 | 0 | 4% | -11% | 1% | -11 | -6% | -0.1 | 7%

The list is partial; rates above refer to the full screens.
